ADAM17 inh – ADAM17 inhibitors, primary screen, biochemical, QFRET | 370,000 tested, 0.83% active | recombinant ADAM17, EDANS/DABCYL FRET peptide cleavage | AID 720648, 2013 | inhibition, % at 6.95 µM;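 active means inhibition above the mean of compounds lying between control limits plus 3 SD, set per campaign, cut at about 8.5% in these data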;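 further: 0% = DMSO-only wells as the low control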
Target sequence (P78536 215-824 limits assumed): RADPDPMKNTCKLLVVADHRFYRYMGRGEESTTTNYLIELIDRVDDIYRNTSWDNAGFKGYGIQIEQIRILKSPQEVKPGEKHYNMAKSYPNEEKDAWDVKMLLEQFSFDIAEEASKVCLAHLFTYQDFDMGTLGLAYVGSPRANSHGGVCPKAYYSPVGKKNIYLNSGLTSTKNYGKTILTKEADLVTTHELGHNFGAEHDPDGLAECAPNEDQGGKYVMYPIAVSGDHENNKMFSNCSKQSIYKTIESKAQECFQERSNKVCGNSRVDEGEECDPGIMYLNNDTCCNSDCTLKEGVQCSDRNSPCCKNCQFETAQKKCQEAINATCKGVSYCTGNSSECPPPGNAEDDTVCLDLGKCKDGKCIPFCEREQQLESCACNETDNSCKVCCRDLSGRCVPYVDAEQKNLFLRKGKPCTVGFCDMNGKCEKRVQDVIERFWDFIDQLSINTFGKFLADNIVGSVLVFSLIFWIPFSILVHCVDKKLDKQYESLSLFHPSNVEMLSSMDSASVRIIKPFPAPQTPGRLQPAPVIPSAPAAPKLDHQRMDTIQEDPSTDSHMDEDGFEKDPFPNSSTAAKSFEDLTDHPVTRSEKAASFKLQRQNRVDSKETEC
LEDGF integ inh – blockers of LEDGF/p75-dependent integrase strand transfer – biochemical, TR-FRET, high throughput, primary screen | TR-FRET IN-LEDGF/p75 DNA integration, Eu/Cy5 | inhibition, % at 3.7 µM | 370,000 tested, 0.64% active;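 active means inhibition above the screen-wide mean plus 3 SD, cut at about 13% in these data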;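 further: signal is the Cy5 over europium emission ratio at 671 and 618 nm; 0% = plate median of compound wells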
PLCg1 inh – PLC-gamma1 enzyme inhibitors, primary screen, biochemical, fluorescence, purified enzyme. AID 720700, 2013. inhibition, % at 12.2 µM. fluorogenic substrate. 370,000 tested, 0.84% active. 1-phosphatidylinositol 4,5-bisphosphate phosphodiesterase gamma-1 (Homo sapiens), P19174; in the data active means inhibition above about 9.5%
Tn6 DDE FP – inhibitors of Tn6 peptide binding to fibrin DD(E), primary screen, biochemical, fluorescence polarization, human fibrin, Tn6 probe; Fibrinogen beta chain (Homo sapiens), P02675; Fibrin DD(E) TRITC-Tn6 fluorescence polarization displacement; inhibition, % at 8.3 µM; 370,000 tested, 0.21% active; AID 720509, 2013;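 active means inhibition above a per-campaign cutoff: mean of compounds within control limits plus 3 SD, cut at about 15% in these data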;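 further: 0% = median of all compound wells on the plate and 100% = blocking peptide control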
ASAP1 inh – inhibitors of human ASAP1 ArfGAP activity, primary screen, biochemical, fluorescence polarization; Arf-GAP with SH3 domain, ANK repeat and PH domain-containing protein 1 (Homo sapiens), …; ASAP1-stimulated ARF1 GTP hydrolysis, GDP FP detection; inhibition, % at 16.5 µM; 360,000 tested, 0.19% active; AID 624377, 2012; in the data active means inhibition above about 25%;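 further: 0% = vehicle with enzyme and substrate and 100% = no enzyme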
Target sequence (Q9ULH1 325-724 limits assumed): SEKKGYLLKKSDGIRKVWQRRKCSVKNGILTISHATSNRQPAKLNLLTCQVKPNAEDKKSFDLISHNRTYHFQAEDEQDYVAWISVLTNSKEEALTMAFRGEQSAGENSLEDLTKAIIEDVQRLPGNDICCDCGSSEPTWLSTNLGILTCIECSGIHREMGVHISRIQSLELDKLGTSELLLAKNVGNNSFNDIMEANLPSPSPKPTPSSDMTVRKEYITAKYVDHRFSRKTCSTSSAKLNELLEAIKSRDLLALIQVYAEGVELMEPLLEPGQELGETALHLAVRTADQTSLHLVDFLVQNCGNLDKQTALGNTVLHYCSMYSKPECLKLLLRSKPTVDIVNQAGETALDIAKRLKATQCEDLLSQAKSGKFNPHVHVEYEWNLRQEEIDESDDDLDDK
ADAM10 inh – human ADAM10 inhibitors, primary screen, biochemical, QFRET, HTS | Disintegrin and metalloproteinase domain-containing protein 10 (Homo sapiens), O14672 | 370,000 tested, 0.62% active | recombinant ADAM10, EDANS/DABCYL FRET peptide cleavage, 3 h | inhibition, % at 7 µM | AID 720582, 2013;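 active means inhibition above a per-campaign cutoff equal to the mean of compounds falling between control-based bounds plus 3 SD, cut at about 20% in these data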;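 further: 0% = DMSO wells while the 100% control is not disclosed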
ARFGAP1 inhibitor – inhibitors of rat ARFGAP1 GAP activity, primary screen, biochemical, fluorescence polarization, GDP tracer; ADP-ribosylation factor GTPase-activating protein 1 (Rattus norvegicus), Q62848; Arfgap1-stimulated ARF1 GTP hydrolysis, GDP FP detection; inhibition, % at 16.5 µM; 360,000 tested, 0.26% active; AID 651572, 2012;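 active means inhibition above a per-plate limit, mean inhibition of low control wells plus 3 SD, cut at about 25% in these data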;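 further: 0% = DMSO wells with enzyme and 100% = wells lacking Arfgap1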
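Material: rat Arfgap1 catalytic domain, aa 1-136; also added: human ARF1(Δ1-17)-GTP substrate; compound dosing: one concentration, 16.5 µM, DMSO 1.26%; incubation: GTP hydrolysis reaction 2 h at 25 °C; measured by: Tracer-displacement fluorescence polarization with EDTA stop, 620/688 nm; evaluation: % inhibition from polarization; repeats: one replicate per compound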
proKLK7 act – proKLK7 zymogen activators, primary screen, biochemical, fluorescence intensity; Kallikrein-7 (Homo sapiens), P49862; purified proKLK7, EDANS-DABCYL substrate fluorescence; 100% is mature enzyme control, 0% vehicle; activation, % at 7 µM; 370,000 tested, 0.9% active;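 active means activation above the mean of all tested compounds plus 3 SD, computed per campaign excluding outliers beyond control limits, cut at about 13% in these data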
Tn7 DDE FP – inhibitors of Tn7 peptide binding to fibrin DD(E), primary screen, biochemical, fluorescence polarization, human fibrin, Tn7 probe; Fibrinogen beta chain (Homo sapiens), P02675; FP displacement of FITC-Tn7 peptide from fibrin DD(E); 0% = median of compound wells per plate; inhibition, % at 8.3 µM; 370,000 tested, 0.13% active; AID 720508, 2013;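 active means inhibition above the mean of compounds falling within the control limits plus 3 SD of them, cut at about 14% in these data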;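 further: 0% = plate median of compound wells and 100% = 10 µM Aha-Tn7 peptide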
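Test system – human fibrin DD(E) · Times – 10 min preincubation, 3 h with tracer, room temperature · Detection – fluorescence polarization of the labelled Tn7 tracer · Measure – percent inhibition normalized to high-control wells · Benchmarks – high control wells with 10 µM unlabelled Aha-Tn7 peptide (full inhibition) · Repeats – singlicate testing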
TDP2 absorb – human TDP2 enzyme inhibitors, primary screen, biochemical, epi absorbance, recombinant enzyme | Tyrosyl-DNA phosphodiesterase 2 (Homo sapiens), O95551 | T5PNP hydrolysis, p-nitrophenol absorbance 415 nm | inhibition, % at 12.8 µM | 370,000 tested, 0.34% active | AID 720702, 2013;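 active means inhibition above the mean of all tested compounds plus 3 SD, set per campaign, cut at about 25% in these data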;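 further: 0% = DMSO with enzyme and 100% = buffer with substrate but no TDP2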
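Evaluation: % inhibition relative to enzyme-containing and enzyme-free wells. Material: recombinant human TDP2. Benchmarks: enzyme-free and DMSO wells. Timing: enzyme reaction with compound for 2 h at 37 °C. Compound dosing: 12.8 µM only. Measured by: p-Nitrophenol epi absorbance. Reagent: T5PNP substrate at 5 mM, a TopII-DNA adduct mimic. Replication: single well per compound.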
An asterisk follows results filed as active.

`CCNC(=S)Nc1ccc(C)c(Cl)c1` gave ADAM17 inh 0, LEDGF integ inh 0, PLCg1 inh 1, Tn6 DDE FP -6, ASAP1 inh 10, ADAM10 inh 0, ARFGAP1 inhibitor 10, proKLK7 act -0.8, Tn7 DDE FP 8 and TDP2 absorb 1.
For CCCCn1c(N)c(-c2nc3ccccc3s2)c2c([N+](=O)[O-])nn(CC)c(=O)c21 the results were ADAM17 inh -5, LEDGF integ inh -1, PLCg1 inh -6, Tn6 DDE FP -5, ASAP1 inh -2, ADAM10 inh -8, ARFGAP1 inhibitor -10, proKLK7 act -0.6, Tn7 DDE FP -3 and TDP2 absorb 4.
Screening CN1CCN(C(=O)c2ccc(N(C)S(=O)(=O)c3cccs3)cc2)CC1 returned ADAM17 inh -3, LEDGF integ inh -1, PLCg1 inh 1, Tn6 DDE FP -1, ASAP1 inh -13, ADAM10 inh -13, ARFGAP1 inhibitor -5, proKLK7 act -0.6, Tn7 DDE FP -1 and TDP2 absorb -3.
For Cc1cc(NC(=O)CCC(=O)N(CC(=O)NC2CCCC2)Cc2ccc3c(c2)OCO3)no1 the results were ADAM17 inh -3, LEDGF integ inh -4, PLCg1 inh -1, Tn6 DDE FP 0, ASAP1 inh -14, ADAM10 inh -7, ARFGAP1 inhibitor 2, proKLK7 act -0.7, Tn7 DDE FP -5 and TDP2 absorb 5.
`Cn1ccc2c(-c3ccc(C(F)(F)F)cc3)cc3c(c21)C1CCC3O1` (configuration not stated) gave ADAM17 inh -215, LEDGF integ inh -1, PLCg1 inh -216, Tn6 DDE FP -6, ASAP1 inh -2, ADAM10 inh inactive, ARFGAP1 inhibitor 4, proKLK7 act -9.0, Tn7 DDE FP 4 and TDP2 absorb -1.
COc1cccc(NC(=S)N2CCc3cc(OC)c(OC)cc3C2)c1 was read as ADAM17 inh -9, LEDGF integ inh 6, PLCg1 inh -48, Tn6 DDE FP -9, ASAP1 inh -3, ADAM10 inh -30, ARFGAP1 inhibitor -6, proKLK7 act 8.3, Tn7 DDE FP 5 and TDP2 absorb -10.
Cc1ccc(S(=O)(=O)N2CCN(C(=O)COC(=O)COc3ccc(Cl)cc3C)CC2)c(C)c1 was read as ADAM17 inh 0, LEDGF integ inh -4, PLCg1 inh 0, Tn6 DDE FP 2, ASAP1 inh -2, ADAM10 inh 1, ARFGAP1 inhibitor 10, proKLK7 act 0.3, Tn7 DDE FP 0 and TDP2 absorb -5.
`O=C(Cn1c(=O)oc2ccccc21)NCCc1ccccc1` gave ADAM17 inh -3, LEDGF integ inh 0, PLCg1 inh 0, Tn6 DDE FP -1, ASAP1 inh 11, ADAM10 inh -3, ARFGAP1 inhibitor 7, proKLK7 act 0.2, Tn7 DDE FP 0 and TDP2 absorb 16.
`Cc1ccc(S(=O)(=O)N2CCC[C@H]2C(=O)NCc2ccccc2Cl)cc1` gave ADAM17 inh 1, LEDGF integ inh 3, PLCg1 inh -3, Tn6 DDE FP 3, ASAP1 inh 1, ADAM10 inh -3, ARFGAP1 inhibitor -1, proKLK7 act 0.1, Tn7 DDE FP -6 and TDP2 absorb -7.
For OCC1OC(c2ccc(O)cc2O)C(O)C1O (configuration not stated) the results were ADAM17 inh -6, LEDGF integ inh -2, PLCg1 inh 1, Tn6 DDE FP -11, ASAP1 inh 2, ADAM10 inh -6, ARFGAP1 inhibitor -4, proKLK7 act -0.1, Tn7 DDE FP 6 and TDP2 absorb 7.
For COC(=O)[C@@]12CCCN1[C@H](c1ccc(-c3ccc(OC)cc3)c(OC)c1)[C@H]1C(=O)N(C)C(=O)[C@H]12 the results were ADAM17 inh -4, LEDGF integ inh -2, PLCg1 inh -23, Tn6 DDE FP -14, ASAP1 inh -2, ADAM10 inh -19, ARFGAP1 inhibitor 7, proKLK7 act 0.1, Tn7 DDE FP 2 and TDP2 absorb -7.
For CCCCc1c(-c2ccccc2OC)ncn1Cc1c(Cl)cccc1Cl the results were ADAM17 inh -2, LEDGF integ inh 0, PLCg1 inh -3, Tn6 DDE FP 6, ASAP1 inh 6, ADAM10 inh -9, ARFGAP1 inhibitor 16, proKLK7 act 0.4, Tn7 DDE FP 2 and TDP2 absorb 0.
`Cc1ccc([N+](=O)[O-])cc1NC(=O)CSc1n[nH]c(-c2cccnc2)n1` gave ADAM17 inh 0, LEDGF integ inh 0, PLCg1 inh 1, Tn6 DDE FP -7, ASAP1 inh -1, ADAM10 inh 7, ARFGAP1 inhibitor -1, proKLK7 act 0.0, Tn7 DDE FP 3 and TDP2 absorb 6.
Screening O=c1c2cc(NC(=S)NC3CC3)ccc2nc2n1CCCCC2 returned ADAM17 inh -4, LEDGF integ inh 2, PLCg1 inh 1, Tn6 DDE FP -3, ASAP1 inh 0, ADAM10 inh -6, ARFGAP1 inhibitor -3, proKLK7 act -0.4, Tn7 DDE FP -3 and TDP2 absorb -7.
`CCOc1ccccc1OC(=O)c1ccco1` gave ADAM17 inh 0, LEDGF integ inh 0, PLCg1 inh 5, Tn6 DDE FP 2, ASAP1 inh 4, ADAM10 inh -2, ARFGAP1 inhibitor -7, proKLK7 act -0.2, Tn7 DDE FP -6 and TDP2 absorb -4.
CCOC(=O)c1ccc(NS(=O)(=O)c2cc(-c3nnnn3C(C)C)ccc2OC)cc1 was read as ADAM17 inh -1, LEDGF integ inh 0, PLCg1 inh 1, Tn6 DDE FP -3, ASAP1 inh 13, ADAM10 inh 8, ARFGAP1 inhibitor -3, proKLK7 act 0.9, Tn7 DDE FP 0 and TDP2 absorb 3.
`COc1ccc(NC(=O)c2cc(C3CCCCN3S(=O)(=O)c3ccc(F)cc3F)on2)c(C)c1` (configuration not stated) gave ADAM17 inh 5, LEDGF integ inh 0, PLCg1 inh -1, Tn6 DDE FP 2, ASAP1 inh -18, ADAM10 inh 12, ARFGAP1 inhibitor 0, proKLK7 act 0.8, Tn7 DDE FP 0 and TDP2 absorb -8.
For O=S(=O)(c1ccc(-c2nnc(SCc3nnc(-c4ccccc4)o3)o2)cc1)N1CCCC1 the results were ADAM17 inh -1, LEDGF integ inh -2, PLCg1 inh -1, Tn6 DDE FP 4, ASAP1 inh 6, ADAM10 inh -6, ARFGAP1 inhibitor -4, proKLK7 act 0.7, Tn7 DDE FP -1 and TDP2 absorb -1.
`CC1CC(C)CN(S(=O)(=O)c2ccc(NC(=O)c3ccc(=O)[nH]c3)cc2)C1` (configuration not stated) gave ADAM17 inh 1, LEDGF integ inh -1, PLCg1 inh 2, Tn6 DDE FP 4, ASAP1 inh -8, ADAM10 inh 9, ARFGAP1 inhibitor 7, proKLK7 act 0.6, Tn7 DDE FP -6 and TDP2 absorb -9.
Cc1nnc(SCc2cc(=O)[nH]c(N3CCN(Cc4ccccc4)CC3)n2)s1 was read as ADAM17 inh 0, LEDGF integ inh 1, PLCg1 inh 4, Tn6 DDE FP -3, ASAP1 inh -10, ADAM10 inh -4, ARFGAP1 inhibitor 8, proKLK7 act 0.1, Tn7 DDE FP 4 and TDP2 absorb 5.
For CC(C)OCCCNC(=O)C1CC(=O)N(CCc2ccccc2)C1 (configuration not stated) the results were ADAM17 inh -1, LEDGF integ inh 4, PLCg1 inh 0, Tn6 DDE FP -1, ASAP1 inh 2, ADAM10 inh 3, ARFGAP1 inhibitor 5, proKLK7 act 0.1, Tn7 DDE FP -4 and TDP2 absorb -7.
Screening CC(NC(=O)c1ccccc1F)c1nnc(SCC(=O)Nc2nccs2)n1C (configuration not stated) returned ADAM17 inh -2, LEDGF integ inh -9, PLCg1 inh 0, Tn6 DDE FP 4, ASAP1 inh -7, ADAM10 inh 4, ARFGAP1 inhibitor -2, proKLK7 act -0.3, Tn7 DDE FP 5 and TDP2 absorb -11.
Screening CCCCn1c(N)c(N(CCC(C)C)C(=O)CSc2nncn2-c2ccccc2)c(=O)[nH]c1=O returned ADAM17 inh -1, LEDGF integ inh 0, PLCg1 inh -1, Tn6 DDE FP 3, ASAP1 inh -1, ADAM10 inh -6, ARFGAP1 inhibitor 2, proKLK7 act -0.6, Tn7 DDE FP 2 and TDP2 absorb -2.
`CC(C)C(NC(=O)c1ccccc1Br)c1ccccc1` (configuration not stated) gave ADAM17 inh -1, LEDGF integ inh 7, PLCg1 inh 2, Tn6 DDE FP 2, ASAP1 inh -2, ADAM10 inh 5, ARFGAP1 inhibitor 7, proKLK7 act 0.4, Tn7 DDE FP -2 and TDP2 absorb -2.

3 structures from above, sorted by length of the SMILES, falling.
`COc1ccc(NC(=O)c2cc(C3CCCCN3S(=O)(=O)c3ccc(F)cc3F)on2)c(C)c1` (configuration not stated) gave ADAM17 inh 5, LEDGF integ inh 0, PLCg1 inh -1, Tn6 DDE FP 2, ASAP1 inh -18, ADAM10 inh 12, ARFGAP1 inhibitor 0, proKLK7 act 0.8, Tn7 DDE FP 0 and TDP2 absorb -8.
`Cc1ccc([N+](=O)[O-])cc1NC(=O)CSc1n[nH]c(-c2cccnc2)n1` gave ADAM17 inh 0, LEDGF integ inh 0, PLCg1 inh 1, Tn6 DDE FP -7, ASAP1 inh -1, ADAM10 inh 7, ARFGAP1 inhibitor -1, proKLK7 act 0.0, Tn7 DDE FP 3 and TDP2 absorb 6.
For CCCCc1c(-c2ccccc2OC)ncn1Cc1c(Cl)cccc1Cl the results were ADAM17 inh -2, LEDGF integ inh 0, PLCg1 inh -3, Tn6 DDE FP 6, ASAP1 inh 6, ADAM10 inh -9, ARFGAP1 inhibitor 16, proKLK7 act 0.4, Tn7 DDE FP 2 and TDP2 absorb 0.
